NPR2 activator: human GC-B receptor activators, primary screen, HEK293 GC-B cells, cGMP TR-FRET, EC30 CNP | Atrial natriuretic peptide receptor 2 (Homo sapiens), P20594 | 0% at EC30 CNP, 100% saturating CNP | activation, % at 10 µM | 370,000 tested, 0.11% active;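 active = activation at 10 µM reaching about 35% in either raw or pattern-adjusted values, limit read from the data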
Target sequence (P20594 whole entry, looked up): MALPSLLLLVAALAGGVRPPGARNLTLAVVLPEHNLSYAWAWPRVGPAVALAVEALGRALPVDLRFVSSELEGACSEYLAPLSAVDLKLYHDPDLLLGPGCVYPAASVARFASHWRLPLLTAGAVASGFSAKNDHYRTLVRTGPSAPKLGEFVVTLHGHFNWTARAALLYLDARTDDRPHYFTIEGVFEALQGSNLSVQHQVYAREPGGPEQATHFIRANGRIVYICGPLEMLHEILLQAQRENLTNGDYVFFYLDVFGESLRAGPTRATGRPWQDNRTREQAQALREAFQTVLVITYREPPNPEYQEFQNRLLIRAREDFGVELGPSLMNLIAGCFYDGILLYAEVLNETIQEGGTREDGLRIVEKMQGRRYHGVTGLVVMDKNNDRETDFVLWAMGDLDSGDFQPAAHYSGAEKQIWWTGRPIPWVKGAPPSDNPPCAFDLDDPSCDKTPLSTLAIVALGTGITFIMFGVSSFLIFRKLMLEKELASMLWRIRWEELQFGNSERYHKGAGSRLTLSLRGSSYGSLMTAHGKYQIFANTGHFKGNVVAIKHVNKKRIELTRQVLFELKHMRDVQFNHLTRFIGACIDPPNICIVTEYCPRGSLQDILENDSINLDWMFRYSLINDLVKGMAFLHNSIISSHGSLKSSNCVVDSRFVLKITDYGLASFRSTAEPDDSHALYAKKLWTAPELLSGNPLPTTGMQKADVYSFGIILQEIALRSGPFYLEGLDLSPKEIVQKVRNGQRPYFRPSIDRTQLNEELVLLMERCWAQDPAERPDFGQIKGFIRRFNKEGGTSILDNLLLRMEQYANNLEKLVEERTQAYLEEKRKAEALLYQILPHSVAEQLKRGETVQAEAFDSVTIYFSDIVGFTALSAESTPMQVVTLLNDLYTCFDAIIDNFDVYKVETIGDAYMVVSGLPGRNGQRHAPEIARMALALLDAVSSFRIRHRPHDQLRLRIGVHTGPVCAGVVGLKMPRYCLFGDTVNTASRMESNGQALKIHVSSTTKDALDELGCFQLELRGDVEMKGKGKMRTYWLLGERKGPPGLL
rCAG binder: binders of r(CAG) RNA repeats, primary screen, biochemical, fluorescence. r(CAG) RNA repeat, TO-PRO-1 dye displacement fluorescence. inhibition, % at 3 µM. 370,000 tested, 1.3% active;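 active = inhibition above the plate cutoff, the mean of all test compounds on that plate plus 3 SD, cut at about 35% in these data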;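 note: 0% = DMSO alone and 100% = 100 µM mitoxantrone as full dye displacement; higher means more dye released from RNA so lower well fluorescence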
TCR CD3 inh: inhibitors of human TCR-CD3 interaction, primary screen, biochemical, fluorescence, TAMRA-labeled TCR probe; AID 651800, 2012; 360,000 tested, 0.37% active; inhibition, % at 9.4 µM; in the data active = inhibition above about 19%;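 note: recombinant mutant TCR 2C K166C tagged with TAMRA read by polarization; 0% = receptor in buffer alone and 100% = receptor with positive control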
TDP2 inh: human TDP2 enzyme inhibitors, primary screen, biochemical, epi absorbance, recombinant enzyme; AID 720702, 2013; T5PNP hydrolysis, p-nitrophenol absorbance 415 nm; inhibition, % at 12.8 µM; 370,000 tested, 0.34% active; Tyrosyl-DNA phosphodiesterase 2 (Homo sapiens), O95551;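 active = inhibition above the mean of all tested compounds plus 3 SD, set per campaign, cut at about 25% in these data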;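 note: 0% = DMSO with enzyme and 100% = buffer with substrate but no TDP2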
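Assay system: recombinant human TDP2 / Reagent: T5PNP substrate at 5 mM, a TopII-DNA adduct mimic / Measured by: epi absorbance from released p-nitrophenol / Evaluation: % inhibition relative to enzyme-containing and enzyme-free wells / Control set: enzyme-free and DMSO wells / Replicates: each compound tested once, singlicate / Schedule: enzyme reaction with compound for 2 h at 37 °C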
mABHD4 FP: ABHD4 inhibitors, primary screen, biochemical, fluorescence polarization, mouse; (Lyso)-N-acylphosphatidylethanolamine lipase (Mus musculus), Q8VD66; purified mABHD4, FP-Rh probe fluorescence polarization; inhibition, % at 8.92 µM; 370,000 tested, 0.54% active;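 active = inhibition exceeding the mean over every tested compound plus 3 SD, cut at about 30% in these data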;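 note: 0% = plate median of compound wells and 100% = S159A mutant with DMSO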
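Test system: mABHD4 protein; Read-out basis: % inhibition; Incubation: 45 min + 60 min at 25 °C; Repeats: single replicate; Technique: fluorescence polarization with parallel and perpendicular emission, 525/598 nm; Compound: 8.92 µM, single dose; Benchmarks: full inhibition S159A mutant plus DMSO, zero as sample-well median.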
MBD2 DNA inh: inhibitors of MBD2 binding to methylated DNA, primary screen, biochemical, TR-FRET, DNA-binding domain, human; MBD2 binding to methylated oligonucleotide; inhibition, % at 4.4 µM; 370,000 tested, 0.31% active; in the data active = inhibition above about 13%
PRMT1 FP inh: PRMT1 methyltransferase inhibitors, primary screen, biochemical, fluorescence polarization; Protein arginine N-methyltransferase 1 (Homo sapiens), Q99873; recombinant PRMT1, activity-based probe fluorescence polarization; inhibition, % at 2.79 µM; 370,000 tested, 1.3% active; AID 652257, 2013;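 active = inhibition above about 21% made by adding two undisclosed values, limit read from the data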
HTRA1 inhibitor: HTRA1 serine protease inhibitors, primary screen, biochemical, fluorescence polarization, HTS | Q92743 | recombinant HTRA1, FP-rhodamine activity-based probe | inhibition, % at 5.96 µM | 340,000 tested, 0.5% active | AID 504803, 2011; in the data active = inhibition above about 36%;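 note: 0% = enzyme with DMSO and 100% = wells lacking enzyme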
LEDGF integ inh: blockers of LEDGF/p75-dependent integrase strand transfer – biochemical, TR-FRET, high throughput, primary screen; inhibition, % at 3.7 µM; HIV-1 integrase (with human LEDGF/p75); TR-FRET IN-LEDGF/p75 DNA integration, Eu/Cy5; 370,000 tested, 0.64% active; AID 743269, 2014;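 active = inhibition above the screen-wide mean plus 3 SD, cut at about 13% in these data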;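 note: signal is the Cy5 over europium emission ratio at 671 and 618 nm; 0% = plate median of compound wells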
SIAE primary: human SIAE inhibitors, primary screen, biochemical, fluorescence polarization, FP-Rh probe, 1536-well HTS; Sialate O-acetylesterase (Homo sapiens), Q9HAT2; SIAE FP-Rh probe binding; inhibition, % at 9.66 µM; 370,000 tested, 0.69% active; AID 1053197, 2014;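 active = inhibition above a cutoff: mean of compounds within the control limits plus 3 SD of those, cut at about 17% in these data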;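 note: 0% = plate median of compound wells and 100% = probe without SIAE protein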
The depositor's hits bear a star; / = not tested or not shown. A portion of the library; the hit share may differ from the screen's.

SMILES	NPR2 activator	rCAG binder	TCR CD3 inh	TDP2 inh	mABHD4 FP	MBD2 DNA inh	PRMT1 FP inh	HTRA1 inhibitor	LEDGF integ inh	SIAE primary
O[C@@H]1CN(CC2CCCCC2)[C@@H](c2ccccc2)C[C@H]1n1cc(-c2ccc(F)cc2)nn1	-7	9	1	0	-20	8	5	-61	-2	-20
Cc1ccnc(NC(=O)CCNS(=O)(=O)c2ccc(C)c(C)c2)c1	3	-5	-6	-21	-8	-2	6	-3	-2	-10
CS(=O)(=O)c1ccc(Nc2nc(C(N)CCc3ccccc3)cs2)cc1 (centres undefined)	-6	13	4	1	4	-5	0	/	-4	-1
O=C(N/N=C/c1ccccc1OCc1ccccc1Cl)c1cccnc1	-4	0	-7	3	-11	2	3	-48	-2	-20
CCCCC(=O)Nc1c2c(nn1-c1cccc(C)c1C)CS(=O)(=O)C2	-2	1	-9	-16	-1	8	4	0	7	-9
Cc1cc(C)n(/N=C/c2ccccc2O)c(=O)c1	-1	-3	-3	-11	2	-3	-4	2	3	6
Cc1nn(Cc2cccc(C(N)=O)c2)c(C)c1Br	-6	-2	6	4	0	1	1	4	2	-3
O=C(Nc1ccc(NC(=O)c2ccc3c(c2)OCCO3)cc1)c1ccccc1	-3	-2	-7	-1	-12	4	1	-1	-4	-15
CC(C(=O)Nc1nccs1)N1C(=O)C2CC=CCC2C1=O (centres undefined)	3	3	4	1	0	1	1	0	2	-1
CC(C)OC(=O)CSc1nnc2c3ccccc3n(C)c2n1	0	-4	-2	9	7	-1	-1	0	-2	-1
S=C(NCc1ccccn1)NN=Cc1ccccn1	-3	5	-5	-4	4	-3	-2	11	-1	2
CC(C)CN1CCN(Cc2ccc(C#CC(C)(C)O)cc2)CC1CCO (centres undefined)	1	-7	-6	8	-5	2	4	7	-8	-6
O=C(NC1CCCCCC1)C1CCCN1S(=O)(=O)c1cccc2cccnc12 (centres undefined)	-3	0	3	-4	-5	2	-2	-2	1	0
CN(C(=O)COc1ccc(-c2nnco2)cc1)C1CCS(=O)(=O)C1 (centres undefined)	-1	-1	-10	2	-5	3	1	3	-1	-1
CC1CCCN(C(=O)C2c3ccccc3C(=O)N3CCc4ccccc4C23)C1 (centres undefined)	-5	-8	3	1	3	-4	4	-1	3	4
CC(C)=CCc1c(O)ccc(C2COc3c(CC=C(C)C)c(O)cc(O)c3C2=O)c1O (centres undefined)	4	28	-1	0	-33	2	2	-22	3	-14
Cc1cccn2c(=O)c(/C=C(\C#N)C(N)=O)c(N3CCN(c4ccccc4)CC3)nc12	-1	12	-6	-9	10	-5	19	3	-5	0
N#C/C(=C/c1ccc(O)c(O)c1)C(=O)NCc1ccc(Cl)cc1	-1	19	4	-4	51*	4	11	81*	-3	5
COc1ccc(C2=NN(C(=O)CCC(=O)O)C(c3ccc(OC)cc3)C2)cc1 (centres undefined)	-3	6	-4	-2	5	1	1	1	6	4
Cc1cc2[nH]c(=O)c3ccccc3n2n1	1	-1	1	-9	6	-3	0	1	-2	-1
CN(C(=O)CSc1nc2cc(Cl)ccc2c(=O)n1Cc1ccco1)C1CCS(=O)(=O)C1 (centres undefined)	-12	-4	8	-1	-1	0	1	-10	1	5
CCc1nnc(NC(=O)CSCc2cc(=O)n3cc(C)sc3n2)s1	-3	-1	2	-1	5	8	0	10	4	1
COC(=O)c1ccc(NC(=O)COC(=O)CSc2nc(C)cc(C)n2)cc1	-2	-2	-1	6	2	0	-1	-1	-1	0
COCCN1Cc2cccc(C(=O)NCCCN3CCCC3=O)c2C1=O	-5	3	2	4	3	0	-1	-1	1	3
COc1ccc(-c2noc(CSc3nc4ccccc4c(=O)n3-c3ccccc3)n2)cc1OC	5	2	5	4	-3	3	1	-2	-3	-9
N#CC1C(=O)Nc2cccnc21 (centres undefined)	3	2	5	66*	6	-8	3	7	27*	-8
CCn1nc(C)c(NC(=O)CCSc2nc(-c3ccco3)cc(C(F)(F)F)n2)c1C	7	-9	-9	3	9	2	1	4	0	-2
COc1ccc(-n2c(=O)c3ccccc3n(CC(=O)Nc3ccccc3OC)c2=O)cc1	4	-1	-1	6	2	1	-1	5	1	-1
CCn1c(CNC(=O)c2ccco2)nnc1SCC(=O)Nc1cccc(F)c1	0	-2	0	9	-1	-4	0	0	1	1
CCC(=O)Nc1nnc(SCC(=O)Nc2ccc3c(c2)OCO3)s1	-4	-2	-2	-2	-17	11	8	-2	-4	-2
O=C(CSc1nnnn1C1CCCC1)NCc1cccs1	-2	-1	-3	12	3	0	3	-5	-4	-2
COc1cccc2c1OC1(CCN(C(C)C)CC1)N1N=C(c3cccnc3)CC21 (centres undefined)	-3	1	5	-4	1	-3	-7	6	9	9
CCOCCCn1c(SCc2nc3sc(C(=O)O)c(C)c3c(=O)[nH]2)nnc1-c1ccc(Cl)cc1	1	11	4	7	-1	1	1	8	-1	8
O=C(Nc1ccc(Cl)c(S(=O)(=O)N2CCOCC2)c1)c1cc2ccccc2oc1=O	5	4	6	1	6	-4	-4	-3	-4	-3
CCOc1cccc(C(=O)Nc2cccc(-c3nnc(-c4ccc(C)cc4)o3)c2)c1	-3	-5	-3	-2	0	5	0	-10	-1	1
O=C(O)CC1(CC(=O)NCc2ccc(Cl)cc2)CCCCC1	0	1	0	-5	0	1	2	0	0	-4
CCC1CCCCN1S(=O)(=O)c1ccc(NC(=O)c2cccs2)cc1 (centres undefined)	-6	8	-2	-12	-43	3	3	-55	-1	-40
O=C(CCS(=O)(=O)c1ccc(Br)cc1)NCCc1ccc(Cl)cc1	3	1	-5	-13	-8	-6	-5	0	5	-2
Cc1ccc(CNC(=O)CN2CCC(C(N)=O)CC2)cc1	2	-2	-10	-5	0	3	-3	1	1	7
COc1ccccc1N/C(N)=N/c1nc(CSc2ccc(C)cc2)cc(=O)[nH]1	-6	-2	3	6	-9	3	-3	-23	1	-13
O=C(CCl)Nc1cccc(S(=O)(=O)NC2=NCCC2)c1	4	0	5	-19	-4	-2	-2	1	5	-5
C/C(CC(=O)Nc1cc(Cl)ccc1Cl)=N\NC(=O)COc1cccc(C)c1	-2	8	2	-10	-21	1	-4	-18	-2	-4
CCOC(=O)c1ccc(NC(=O)CSCC(=O)OCC(=O)c2ccccc2)cc1	-3	3	8	2	-7	-8	5	-12	-2	2
CCOc1ccccc1N(CC(=O)NCCc1ccc(OC)c(OC)c1)S(=O)(=O)c1ccccc1	-3	43*	-8	-9	-16	2	5	-6	-7	-3
COc1cc(F)ccc1-c1csc(C(O)(c2ccccc2)C(F)(F)F)n1 (centres undefined)	-2	2	3	9	-38	-4	1	/	-1	-4
CC(C)N(Cc1ccccc1)C(=S)NCCN1CCOCC1	4	-6	-1	-10	-4	-1	2	3	-2	0
CCC(C)n1c(=N)c(C#N)cc2c(=O)n3cc(C)ccc3nc21 (centres undefined)	-3	-8	0	-14	1	-2	-1	-1	-3	-2
CCN(c1ccc(OC)cc1)S(=O)(=O)N1CCCC(C(=O)NCc2ccc(OC(C)C)cc2)C1 (centres undefined)	-2	0	8	-11	-3	0	-6	-5	-4	9
Cc1ccccc1-n1c(C)nnc1SCc1cc(=O)oc2ccc3ccccc3c12	-13	2	-1	-6	0	-4	5	-17	3	1
Cc1nn(C)c(C)c1NC(=O)CCl	4	0	1	7	9	2	-1	3	2	12
Remaining list, next part
SMILES	NPR2 activator	rCAG binder	TCR CD3 inh	TDP2 inh	mABHD4 FP	MBD2 DNA inh	PRMT1 FP inh	HTRA1 inhibitor	LEDGF integ inh	SIAE primary
CCN(CC)C(=O)c1ccc(-c2nnc(Nc3ccc(O)cc3)c3ccccc23)cc1	-3	2	-11	-15	-5	0	1	41*	-2	4
Cc1nnc(NC(=O)c2cccc(NC(=O)C(C)C)c2)s1	3	2	-1	-6	-1	3	2	-3	-2	-3
O=C(Nc1ccc2c(c1)OCO2)C1CC(c2ccccc2Cl)=NO1 (centres undefined)	1	-1	0	9	-5	1	0	-5	-3	-1
COc1ccc(C(=O)Nn2cnnc2)c(OC)c1	2	4	-2	8	1	1	-1	1	0	-5
O=[N+]([O-])c1ccc(SCCO)nc1SCCO	6	-2	6	-5	-1	-2	0	9	-1	-2
COc1ccc2nc(SCC(N)=O)[nH]c2c1	2	7	-2	0	2	-7	-2	2	-1	-1
O=C(NNC(=O)C1CCC1)c1ccc(Br)cc1	0	1	0	-1	-8	-6	-3	0	2	-7
CC1CCCCN1S(=O)(=O)CCNC(=O)c1ccccc1 (centres undefined)	-3	-3	2	-5	-5	0	-8	4	5	8
CCc1nc(SCc2ccc(F)cc2)n[nH]1	-2	0	-3	2	-2	2	-5	2	1	-3
COc1ccccc1Nc1nc(N)nc(CSc2nccc(C)n2)n1	-2	-4	2	-16	5	3	0	-9	-3	-3

Whole records, quoted from the list.
`O=C(NNC(=O)C1CCC1)c1ccc(Br)cc1` reads NPR2 activator = 0; rCAG binder = 1; TCR CD3 inh = 0; TDP2 inh = -1; mABHD4 FP = -8; MBD2 DNA inh = -6; PRMT1 FP inh = -3; HTRA1 inhibitor = 0; LEDGF integ inh = 2; SIAE primary = -7
`COc1ccc(C(=O)Nn2cnnc2)c(OC)c1` reads NPR2 activator = 2; rCAG binder = 4; TCR CD3 inh = -2; TDP2 inh = 8; mABHD4 FP = 1; MBD2 DNA inh = 1; PRMT1 FP inh = -1; HTRA1 inhibitor = 1; LEDGF integ inh = 0; SIAE primary = -5

Later entries.
SMILES	NPR2 activator	rCAG binder	TCR CD3 inh	TDP2 inh	mABHD4 FP	MBD2 DNA inh	PRMT1 FP inh	HTRA1 inhibitor	LEDGF integ inh	SIAE primary
COc1cc(/C=N/NC(=O)c2cc(C3CC3)[nH]n2)ccc1O	-10	0	-3	-10	1	-2	4	2	-2	2
COc1ccc(S(=O)(=O)N2CCCCC2)cc1NS(=O)(=O)c1ccc(CNC(C)=O)cc1	0	2	-2	-7	-3	2	0	0	3	-2
Cc1ccc(S(=O)(=O)Nc2c(C)ccc3nsnc23)cc1	3	1	-5	9	2	-3	-4	-2	2	-4
CC(=O)N/N=C(\C)CC(=O)Nc1ccc2c(c1)OCCO2	5	-4	2	-7	5	1	2	8	0	5
COc1cccc(OCc2nn[nH]n2)c1	6	2	3	1	1	0	-5	-2	1	4
O=C(CC[C@H]1O[C@@H](n2ccc(=O)[nH]c2=O)[C@H](O)[C@@H]1O)NCCN1CCOCC1	0	1	1	-3	7	3	-4	/	4	-2
Cc1occc1-c1nnc(SCC(=O)Nc2ccccc2N2CCCCC2)n1C	-18	2	6	9	-1	0	0	-6	3	0
COc1ccccc1CN1C(=O)C(Cc2ccccc2)ON=C1c1ncccc1C (centres undefined)	-13	-2	-1	-13	-16	6	14	/	-3	-2

High-throughput results deposited in PubChem BioAssay by several laboratories.
